# IL1B secr inh: blocks inflammasome-driven IL-1 beta release | THP-1 LPS/ATP IL-1B secretion, AlphaLISA, 16 h; stronger effect = lower value | AID 743279 | actives 4.7% (n = 360,000) | activity change, % at 57.5 µM; in the data active means activity change below about -50%; inconclusive means mostly about -30% to -49%; further: on the % scale 0 is the no-effect control and ±100 the full control effect
#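 THP-1 cells pretreated 1 hr with compounds (up to 57.5 uM final), then stimulated with LPS (250 ng/mL final) plus ATP (1.25 mM final); secreted IL-1B measured by AlphaLISA after 16 hr, decreased signal indicating inhibition.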
# WRN inhibitor: blocks human WRN helicase | WRN helicase unwinding, fluorescent forked duplex, kinetic | Potency, µM (titrated, usually from 114 µM), for inactives: top-dose activity change, negative = inhibition, usual class: inhibitors | actives 0.46% (n = 360,000) | AID 651768; further: potency means the concentration at half of the fitted maximal effect; on the % scale 0 is the no-effect control and ±100 the full control effect; nearly all actives have a fitted effect of over 55% in size
#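 Kinetic fluorescence helicase assay: unwinding of a quenched forked DNA duplex (100 nM final) with 2 mM ATP final raises red fluorescence (525/598 nm). Compounds sat 15 min at room temperature with 20 nM WRN beforehand.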
# SW480 rereplic: inducers of DNA re-replication in SW480 colon cancer cells | SW480 DNA re-replication, Hoechst DNA content imaging, 48 h | Potency, µM (series often up to 46.1 µM), for the others: at the top dose re-replication activation, most hits filed as activators | actives 1.8% (n = 340,000); further: potency means the concentration at half of the fitted maximal effect; % of control where 0% means no effect; nearly all actives have a fitted effect of over 55% in size
#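 Readout is total intensity of Hoechst-stained nuclei, excited at 405 nm and collected at 500-530 nm. Compound treatment lasted 48 hr at 37 C in 5% CO2 before staining.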
# KB-V1 cytotox: KB-V1 MDR subline cytotoxicity; KB-V1 MDR cells viability, CellTiter-Glo, 72 h; Potency, µM (titrated, usually from 46.1 µM), for inactives: top-dose activity change, negative = cytotoxicity, most hits filed as cytotoxic; actives 3.4% (n = 400,000); AID 1347076; further: potency means the concentration at half of the fitted maximal effect; on the % scale 0 is the no-effect control and ±100 the full control effect; nearly all actives have a fitted effect of over 60% in size
#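 Compound-treated KB-V1 multidrug-resistant cells, 72 h, 37 degrees C; viability by CellTiter-Glo. Fitted qHTS curves give the values.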
# MCF10A rereplic: induces DNA re-replication in MCF 10a normal breast cells; MCF 10A DNA re-replication, Hoechst nuclear intensity, 48 h; Potency, µM (doses to about 46.1 µM), for inactives: at the highest dose activity, positive = re-replication, most hits filed as activators; actives 2.9% (n = 350,000); further: potency means the concentration at half of the fitted maximal effect; % of control where 0% means no effect; nearly all actives have a fitted effect of over 50% in size
# ATXN2 expr inh: ATXN2 expression inhibition | actives 0.72% (n = 360,000) | Potency, µM (highest dose often 57 µM), inactives show at the top dose activity change, negative = inhibition, usual class: inhibitors | HEK-293 ATXN2-luciferase reporter, luminescence, 24 h | AID 1745845; further: potency means the concentration at half of the fitted maximal effect; on the % scale 0 is the no-effect control and ±100 the full control effect; nearly all actives have a fitted effect of over 55% in size
#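 ATXN2-luciferase reporter cells (luciferase flanked by upstream and downstream ATXN2 gene portions) were treated 24 h at 37 °C with compounds at up to 57 uM. SteadyGlo luminescence gave expression; GF-AFC fluorescence gave viability.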
# HT1080 IDH1KD tx: toxicity to HT-1080 IDH1 knockdown cells (counter line). HT-1080 IDH1 knockdown viability, ATP luminescence, 48 h. actives 2% (n = 360,000). AID 686971. Potency, µM (top dose mostly 46.1 µM), for the others: top-dose activity, negative = toxicity, actives largely listed as cytotoxic;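 further: potency means the concentration at half of the fitted maximal effect; 0% = DMSO wells and -100% = cell-free medium wells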
#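 Cytotoxicity counter-line: IDH1KD HT-1080, 48 h, CellTiter-Glo. Curves classed by r2, magnitude and activity.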
# KB-3-1 tox: KB-3-1 parental cell cytotoxicity | KB-3-1 viability, CellTiter-Glo ATP luminescence, 72 h | Potency, µM (doses to about 46.1 µM), without a hit: at the highest dose activity change, negative = cytotoxic, most hits filed as cytotoxic | actives 1.4% (n = 400,000); further: potency means the concentration at half of the fitted maximal effect; on the % scale 0 is the no-effect control and ±100 the full control effect; nearly all actives have a fitted effect of over 60% in size
#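 Here the drug-naive KB-3-1 line serves as comparator for MDR sub-line selectivity; cells received compound titrations, 72 h at 37 °C, then CellTiter-Glo readout.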
# HT1080NT lethal: kills 2HG-producing HT-1080-NT fibrosarcoma cells | HT-1080-NT fibrosarcoma viability, CellTiter-Glo ATP luminescence, 48 h | Potency, µM (highest dose often 46.1 µM), without a hit: at the top dose activity, negative = less viability, hits mostly cytotoxic | actives 1.6% (n = 360,000) | AID 686970;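 further: NT is the 2HG producing partner of a matched IDH1 knockdown line; potency means the concentration at half of the fitted maximal effect; 0% = DMSO-treated cells and -100% = media-only wells without cells; nearly all actives have a fitted effect of over 55% in size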
#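 Viability by CellTiter-Glo luminescence after 48 h compound exposure at 37C of HT-1080-NT cells (750/well, RPMI, 5% FBS). % activity scaled between DMSO wells and medium-only wells, then curve-fitted and categorized by curve class.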
# Starred values were filed as active, the others as inactive; ? = inconclusive; . = not tested or not shown; & = joins results of further samples; [ ] = another dose, or the depositor's remark. Unless noted, the call rests on the fitted dose curve; in most records, active means well fitted curve in the direction sought with a large enough effect; inconclusive means small, poorly fitted or top-dose-only effect, or another doubt; inactive means no such curve, though single readings can be large; an effect the other way counts as inactive or inconclusive. Random draw from the library; about 12% have a hit in one of these screens.
1	Cc1cc2ncn(-c3ncccc3[N+](=O)[O-])c2cc1C
2	CC(=O)Nc1cccc(NC(=O)CSc2ccc(-c3ccco3)nn2)c1
3	COc1ccccc1C(=O)NCC(=O)OCC(=O)Nc1cccc(S(=O)(=O)N2CCCCCC2)c1
4	CCCCOc1ccc(NS(=O)(=O)c2ccc(-n3cnnn3)cc2)cc1
5	CN(C)S(=O)(=O)c1ccc(Cl)c(NC(=O)c2ccncc2)c1
6	CCC1=C(OC(=O)N(CC)CC)N2C(=O)OC(=NCC3CC3)[C@]2(C)[C@H]2C1=CC[C@H]1C(=O)NC(=O)[C@H]12
7	COc1cccc(CNC(=O)CSc2nc3ccc(C)cc3[nH]2)c1
8	Cc1ccc(S(=O)(=O)c2cc(Nc3ccccc3)ccc2O)cc1
9	O=C(c1ccc(C(F)(F)F)cc1)N1CCC(=O)N(C(COCc2ccccc2)Cc2ccccc2)CC1 (stereo unspecified)
10	COc1cc(NC(=S)N2CCC(C(O)(c3ccccc3)c3ccccc3)CC2)cc(OC)c1
screen / no.	1	2	3	4	5	6	7	8	9	10
IL1B secr inh	23	58	-3	11	16	13	-11	-19	-55*	-25
WRN inhibitor	5%	-24%	-5%	-2%	-6%	-1%	-3%	-15%	-4%	-3%
SW480 rereplic	1%	-10%	4%	26%	.	?	-8%	-5%	?	2%
KB-V1 cytotox	-26%	16%	-10%	-6%	-3%	-1%	-5%	0%	11%	-4%
MCF10A rereplic	-1%	-33%[inhibitor]	2%	5%	0%	?	3%	-3%	?	?
ATXN2 expr inh	-19%	38%	-13%	-21%	0%	11%	-15%	-1%	?	.
HT1080 IDH1KD tx	0%	7%	-7%	-4%	3%	10%	-9%	-3%	-20%	0%
KB-3-1 tox	20%	28%	-2%	-3%	?	5%	0%	7%	-7%	-1%
HT1080NT lethal	3%	9%	-6%	-11%	7%	9%	-7%	-3%	-3%	-1%

11	C=CCSc1nc2sc3c(c2c(=O)n1CC)CCC3
12	Cc1ccc(NC(=O)CSc2nncs2)cc1Cl
13	Cn1c(-c2cccc3ccccc23)n[nH]c1=S
14	O=C(Nc1nc2nc(-c3ccccc3)cc(=O)n2[nH]1)c1ccccc1
15	Cc1ccc(C)c(C(C)NC(=O)C2CCCC2)c1 (stereo unspecified)
16	C/C(=N\OCC(=O)N/N=C/c1ccccc1)c1cccs1
17	CCC(=O)N1CCc2cc(Br)cc(S(=O)(=O)N3CCC(C(=O)NC(C)(C)C)CC3)c21
18	O=C(CSCc1cccc(Br)c1)N/N=C/c1ccc2c(c1)OCO2
19	COc1ccc(C(=O)N2CCCc3ccccc32)cc1OC
20	CN(CC(=O)Nc1ccc(Cl)cc1)C(=O)CCc1ccccc1
screen / no.	11	12	13	14	15	16	17	18	19	20
IL1B secr inh	25	-21	9	12	10	-9	-23	-11	51	-16
WRN inhibitor	1%	-2%	6%	-11%	-14%	-13%	-1%	-21%	23%	3%
SW480 rereplic	-4%	3%	-8%	3%	13%	20%	1%	?	-9%	-1%
KB-V1 cytotox	3%	5%	-2%	18%	0%	-9%	-3%&-4%	-26%	-3%	3%
MCF10A rereplic	-1%	8%	-3%	-3%	10%	?	19%	?	9%	-3%
ATXN2 expr inh	.	.	-4%	-7%	2%	-14%	17%&11%	-19%	4%	-2%
HT1080 IDH1KD tx	5%	1%	2%	12%	15%	14%	-4%	-21%	8%	-21%
KB-3-1 tox	2%	6%	14%	-2%	17%	7%	5%&10%	18µM*	-6%	13%
HT1080NT lethal	9%	2%	7%	2%	5%	12%	0%	-3%	17%	2%

21	Cc1ccc(S(=O)(=O)NC(=O)CSc2nc3ccccc3s2)cc1
22	Nc1ccccc1-c1nc2ccccc2[nH]1
23	C=CCNC(C(=O)Nc1cccc(OC)c1)c1ccccc1 (stereo unspecified)
24	NC(=O)c1nsc(C(=O)N(Cc2ccc(F)cc2)C(C(=O)NC2CCCC2)c2ccco2)c1N (stereo unspecified)
25	Cc1cc(C)nc(N2N=C(C(C)(C)C)CC2=O)n1
26	CCOc1ccc(-n2c(-c3ccc(Br)cc3)c[n+]3c2CCCCC3)cc1
27	CCC(C(=O)NC1CCCC1)n1c(C2CCCC2)nc2ccccc21 (stereo unspecified)
28	Cn1ccc(NC(=O)Nc2ccc(Cl)cc2Cl)n1
29	O=C(CN(C(=O)CNS(=O)(=O)c1ccccc1)c1ccc(F)cc1)NCc1ccco1
30	Cc1nc(NC(=O)COC(=O)CCS(=O)(=O)c2ccccc2Cl)c(Cl)cc1Cl
screen / no.	21	22	23	24	25	26	27	28	29	30
IL1B secr inh	6	13	1	-19	-2	-79*	-25	?	-7	15
WRN inhibitor	-5%	2%	-5%	-6%	-6%	-4%	-2%	-11%	3%	-1%
SW480 rereplic	-4%	-2%	4%	2%	-8%	0%	.	-6%	-1%	-4%
KB-V1 cytotox	-11%	4%	-26%	?	-10%	0%	?	-19%	-15%	2%
MCF10A rereplic	14%	-177%[0.0737 µM]	-50%[inhibitor]	7%	0%	?	.	-1%	-1%	5%
ATXN2 expr inh	7%	50%[activator]	-32%	-19%	1%	?	.	48%[activator]	-23%	3%
HT1080 IDH1KD tx	4%	0%	14%	-8%	1%	?	5%	-14%	8%	-3%
KB-3-1 tox	-2%	-1%	-8%	-10%	4%	?	5%	-2%	10%	-3%
HT1080NT lethal	-11%	-1%	0%	-7%	-6%	8.2µM*	12%	-15%	11%	9%

# Four structures out of the list, arranged by length of the SMILES, low to high.
22	Nc1ccccc1-c1nc2ccccc2[nH]1
23	C=CCNC(C(=O)Nc1cccc(OC)c1)c1ccccc1 (stereo unspecified)
27	CCC(C(=O)NC1CCCC1)n1c(C2CCCC2)nc2ccccc21 (stereo unspecified)
29	O=C(CN(C(=O)CNS(=O)(=O)c1ccccc1)c1ccc(F)cc1)NCc1ccco1
screen / no.	22	23	27	29
IL1B secr inh	13	1	-25	-7
WRN inhibitor	2%	-5%	-2%	3%
SW480 rereplic	-2%	4%	.	-1%
KB-V1 cytotox	4%	-26%	?	-15%
MCF10A rereplic	-177%[0.0737 µM]	-50%[inhibitor]	.	-1%
ATXN2 expr inh	50%[activator]	-32%	.	-23%
HT1080 IDH1KD tx	0%	14%	5%	8%
KB-3-1 tox	-1%	-8%	5%	10%
HT1080NT lethal	-1%	0%	12%	11%

# Following part
31	COC(=O)c1ccc(COC(=O)C(NC(=O)Cc2ccccc2)C(C)C)cc1 (stereo unspecified)
32	Nc1ccccc1C(O)(Cc1ccccc1)c1ccccc1 (stereo unspecified)
33	COc1ccc(CNC(=O)C2(CC(=O)NC(C)(C)C)CCCC2)cc1
34	O=C(N/N=C/c1ccncc1)c1cccc(NC(=O)c2ccc(Cl)cc2)c1
35	Cc1cc2c(cc1S(N)(=O)=O)S(=O)(=O)CCC2
36	NC(=O)c1ccc(OCC(=O)N2CCNC2=O)cc1
37	Cc1cc(=O)oc2cc(OC(C)C(=O)N3CCCc4ccccc43)ccc12 (stereo unspecified)
38	CCOC(=O)Cc1c(C)nc2c(-c3ccc(Cl)cc3)c[nH]n2c1=O
39	COc1ccc(-c2c(C(C)=O)c(C)nc3sc4c(=O)[nH]nnc4c23)cc1
40	Cc1c(Cl)ccc2c1NC(=O)[C@]21N[C@@H](CCC(N)=O)[C@H]2C(=O)N(c3ccc(F)cc3)C(=O)[C@H]21
screen / no.	31	32	33	34	35	36	37	38	39	40
IL1B secr inh	12	-15	0	29	8	17	-10	16	1	0
WRN inhibitor	-3%	0%	2%	-9%[11.6 µM]	1%	7%	-26%	-8%	-8%	-3%
SW480 rereplic	?	2%	5%	-4%	-5%	4%	2%	3%	-13%	-8%
KB-V1 cytotox	4%	-4%	-3%	8%	16%	8%	-30%	?	-18%	4%
MCF10A rereplic	-34%	-23%	-1%	-3%	-31%[inhibitor]	-20%	10%	15%	-2%	4%
ATXN2 expr inh	3%	-13%	10%	-6%	13%&8%	6%	38%	?	1%	4%
HT1080 IDH1KD tx	6%	-11%	20%	-2%	17%	9%	-18%	-30%	-5%	-5%
KB-3-1 tox	12%	?	6%	6%	0%	-1%	-11%	?	18%	2%
HT1080NT lethal	5%	-3%	5%	16%	0%	8%	-7%	-27%	0%	-8%

41	O=C(CCN1CCCCC1)Nc1ccc(F)c(F)c1
42	O=C(O)C(c1ccccc1)N1CCCC1 (stereo unspecified)
43	CS(=O)(=O)N(Cc1ccc(Cl)cc1)c1ccc(C(=O)NCCSCc2ccco2)cc1
44	Clc1ncccc1-c1nc2ccccc2n1Cc1ccccc1
45	CC(=O)C[C@H]1c2ccccc2S(=O)(=O)N1c1ccccc1
46	c1ccc(NN=C(c2ccccc2)c2cccs2)cc1
47	FC(F)(F)c1cc(-c2ccco2)nc(N2CCN(c3ccccc3)CC2)n1
48	COc1ccc(CN2CCOCCOCCOCCOCC2)cc1
49	O=c1c(-c2cccc(Cl)c2)c[nH]n1-c1ccccc1
screen / no.	41	42	43	44	45	46	47	48	49
IL1B secr inh	0	0	11	29	7	-14	32	0	11
WRN inhibitor	13%	-2%	-15%	2%	0%	-3%	-8%	16%	-3%
SW480 rereplic	.	-1%	-7%	-8%	-12%	.	-1%	-5%	-12%
KB-V1 cytotox	-4%	22%	?	-9%	0%&-15%	-5%	11%	7%	-8%
MCF10A rereplic	.	-1%	?	16%	3%	.	?	2%	?
ATXN2 expr inh	.	4%	.	-3%	5%	.	-7%	4%	43%[activator]
HT1080 IDH1KD tx	-1%	30%	-15%	1%	4%	-20%	0%	8%	0%
KB-3-1 tox	3%	-3%	?	1%	15%&3%	-10%	-10%	0%	-14%
HT1080NT lethal	-1%	29%	11%	-9%	6%	-1%	23%	14%	-2%

# High-throughput results from PubChem.
